INS-1E rescue: INS-1E beta cell protection from cytokine death | protection from cytokine-induced ATP loss, % at 10 µM | INS-1E cytokine-induced death, ATP luminescence, 48 h; normalised: neutral wells 0, positive control 100 | hit rate 0.1% among 20,000;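 active = mean replicate protection from cytokine-induced ATP loss at least 50% and at least 75% of replicates each reaching 50%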
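Assay system – rat INS-1E insulinoma cell line · Quantity – 8000 cells per well · Buffer or medium – RPMI without phenol red, 5% FBS · Schedule – 48 h co-treatment, 10 min post-lysis read · Technique – luminescent ATP assay (CellTiter-Glo)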
T cruzi intra: inhibitors of intracellular Trypanosoma cruzi | intracellular Trypanosoma cruzi in host cells, plate reader | activity score (inhibition), % at 5.01 µM | hit rate 4.9% among 22,000; in the data active = activity score above about 55%;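 note: parasites and compound incubated about four days before reading; 0% = median of neutral control wells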
Active calls of the source: *; x = not tested or not shown.

SMILES	INS-1E rescue	T cruzi intra
C[C@H]1CN([C@@H](C)CO)C(=O)Cc2cc(NC(=O)c3ccncc3)ccc2O[C@@H]1CN(C)C(=O)Nc1ccccc1	-1.7	-8.4
Cc1noc(C)c1NC(=O)N(C)C[C@@H]1Oc2ccc(NS(=O)(=O)c3cccs3)cc2CC(=O)N([C@@H](C)CO)C[C@@H]1C	-2.0	14.1
COc1ccc(S(=O)(=O)Nc2ccc3c(c2)C(=O)N([C@H](C)CO)C[C@H](C)[C@H](CN(C)S(=O)(=O)c2ccc(Cl)cc2)O3)cc1	3.2	2.6
Cc1noc(C)c1NC(=O)N(C)C[C@H]1Oc2c(NC(=O)Nc3ccc4c(c3)OCO4)cccc2C(=O)N([C@H](C)CO)C[C@@H]1C	10.0	-16.1
COc1ccc(NC(=O)Nc2cccc3c2O[C@H](CN(C)Cc2ccc(C(F)(F)F)cc2)[C@H](C)CN([C@@H](C)CO)C3=O)cc1	-9.6	-11.1
C[C@H](CO)N1C[C@H](C)[C@@H](CN(C)C(=O)Nc2ccc3c(c2)OCCO3)OCc2cn(nn2)CCCC1=O	x	-13.1
C[C@@H]1CN([C@@H](C)CO)C(=O)c2cccc(NC(=O)C3CC3)c2O[C@@H]1CN(C)Cc1ccc2c(c1)OCO2	-12.1	-10.8
C[C@H](CO)N1C[C@H](C)[C@H](CN(C)C(=O)NC2CCCCC2)Oc2ccc(NC(=O)CCC(F)(F)F)cc2C1=O	x	-9.8
C[C@H]1CN([C@@H](C)CO)C(=O)c2cc(NC(=O)Nc3cccc4ccccc34)ccc2O[C@@H]1CN(C)Cc1ccc(-c2ccccc2)cc1	-45.7	9.5
C[C@@H]1CN([C@H](C)CO)C(=O)c2cc(NC(=O)C3CCCCC3)ccc2O[C@H]1CN(C)C(=O)Nc1ccc(F)cc1	0.5	14.3
C[C@H](CO)N1C[C@H](C)[C@H](CN(C)Cc2ccc3c(c2)OCO3)Oc2ncc(-c3cccc(C(F)(F)F)c3)cc2C1=O	-12.7	61.6*
C[C@@H]1CN([C@@H](C)CO)C(=O)c2cccc(NC(=O)Nc3ccc(C(F)(F)F)cc3)c2O[C@H]1CN(C)Cc1ccc(-c2ccccc2)cc1	-47.0	-2.0
C[C@H]1CN([C@@H](C)CO)C(=O)c2cccc(NC(=O)C3CCOCC3)c2O[C@H]1CN(C)S(C)(=O)=O	10.3	-24.7
Cc1ccc(S(=O)(=O)N(C)C[C@H]2Oc3ccc(N(C)C)cc3CC(=O)N([C@@H](C)CO)C[C@@H]2C)cc1	-3.5	15.2
Cc1ccc(S(=O)(=O)Nc2cccc3c2O[C@@H](CN(C)C)[C@@H](C)CN([C@H](C)CO)C3=O)cc1	3.7	-18.7
Cc1ccc(S(=O)(=O)Nc2cccc3c2O[C@@H](CN(C)C(=O)NC2CCCCC2)[C@H](C)CN([C@@H](C)CO)C3=O)cc1	8.8	1.0
C[C@@H]1CN([C@@H](C)CO)C(=O)c2cccc(NS(=O)(=O)c3ccc(F)cc3)c2O[C@H]1CN(C)Cc1ccc(Cl)c(Cl)c1	2.0	-43.2
C[C@@H]1CCCCO[C@@H](CN(C)C(=O)NC2CCCCC2)[C@@H](C)CN([C@H](C)CO)C(=O)c2cc(NS(=O)(=O)c3ccccc3)ccc2O1	-7.7	7.4
C=C(C)[C@@H]1CC=C(/C=N/NC(=O)CCCCCCC(=O)Nc2ccccc2O)CC1	0.2	-1.0
COc1ccc(CN(C)C[C@H]2Oc3c(NC(=O)c4ccncc4)cccc3C(=O)N([C@H](C)CO)C[C@@H]2C)cc1	-0.6	80.9*

Given as a markdown table: entries from further up
| SMILES | INS-1E rescue | T cruzi intra |
| --- | --- | --- |
| Cc1noc(C)c1NC(=O)N(C)C[C@@H]1Oc2ccc(NS(=O)(=O)c3cccs3)cc2CC(=O)N([C@@H](C)CO)C[C@@H]1C | -2.0 | 14.1 |
| C[C@@H]1CN([C@@H](C)CO)C(=O)c2cccc(NS(=O)(=O)c3ccc(F)cc3)c2O[C@H]1CN(C)Cc1ccc(Cl)c(Cl)c1 | 2.0 | -43.2 |

Compound profiles, as listed above. Values in the order: INS-1E rescue	T cruzi intra
`COc1ccc(S(=O)(=O)Nc2ccc3c(c2)C(=O)N([C@H](C)CO)C[C@H](C)[C@H](CN(C)S(=O)(=O)c2ccc(Cl)cc2)O3)cc1` across the screens: 3.2	2.6
`C[C@@H]1CN([C@H](C)CO)C(=O)c2cc(NC(=O)C3CCCCC3)ccc2O[C@H]1CN(C)C(=O)Nc1ccc(F)cc1` across the screens: 0.5	14.3

Further compounds.
SMILES	INS-1E rescue	T cruzi intra
CC(C)NC(=O)Nc1ccc2c(c1)C(=O)N([C@@H](C)CO)C[C@@H](C)[C@@H](CN(C)C)O2	x	3.6
C[C@@H]1CN([C@H](C)CO)C(=O)c2cc(NS(=O)(=O)c3cn(C)cn3)ccc2O[C@H]1CN(C)Cc1ccc(C(=O)Nc2ccccc2N)cc1	-3.8	-25.5
C[C@@H]1CCCCO[C@@H](CN(C)C(=O)NC2CCCCC2)[C@@H](C)CN([C@H](C)CO)C(=O)c2cc(NC(=O)C3CCCCC3)ccc2O1	5.6	-12.9
C[C@H]1CN([C@@H](C)CO)C(=O)c2cccc(NC(=O)C3CC3)c2O[C@H]1CN(C)S(=O)(=O)c1ccc(Cl)cc1	0.3	-66.5
COc1ccc(NC(=O)N(C)C[C@@H]2Oc3c(NS(=O)(=O)c4ccc(OC)cc4)cccc3C(=O)N([C@@H](C)CO)C[C@H]2C)cc1	5.5	-15.1
C[C@@H]1CN([C@@H](C)CO)C(=O)c2cccc(NC(=O)Nc3ccc(F)cc3)c2O[C@H]1CN(C)C(=O)NC1CCCCC1	5.1	-12.2
C[C@H]1CN([C@@H](C)CO)C(=O)c2cc(NC(=O)Nc3ccc4c(c3)OCO4)ccc2O[C@H]1CN(C)Cc1ccc(-c2ccccc2)cc1	-25.6	2.7
Cc1noc(C)c1NC(=O)Nc1ccc2c(c1)C(=O)N([C@H](C)CO)C[C@H](C)[C@@H](CN(C)S(=O)(=O)c1ccc(F)cc1)OCCCC[C@@H](C)O2	5.6	-13.0
Cc1cc(C(=O)Nc2cccc3c2O[C@@H](CN(C)CC2CCCCC2)[C@H](C)CN([C@H](C)CO)C3=O)n(C)n1	0.6	4.8
Cc1ccc(S(=O)(=O)Nc2ccc3c(c2)C(=O)N([C@@H](C)CO)C[C@H](C)[C@@H](CN(C)C(=O)Nc2ccc4c(c2)OCO4)O3)cc1	1.5	-11.7
C[C@H](CO)N1C[C@H](C)[C@H](CN(C)Cc2ccc(C(=O)O)cc2)Oc2ccc(NS(=O)(=O)c3ccc(F)cc3)cc2CC1=O	-0.1	7.5
C[C@@H]1CN([C@@H](C)CO)C(=O)c2cccc(NC(=O)Nc3ccc(C(F)(F)F)cc3)c2O[C@H]1CN(C)C(=O)Nc1ccc(C(F)(F)F)cc1	-95.5	72.2*
C[C@H](CO)N1C[C@H](C)[C@H](CN(C)C(=O)NC2CCCCC2)Oc2ccc(NC(=O)NC3CCCCC3)cc2CC1=O	5.2	-10.4
CC(C)NC(=O)Nc1cccc2c1O[C@@H](CN(C)CC1CCCCC1)[C@@H](C)CN([C@@H](C)CO)C2=O	-11.4	22.6
C[C@H](CO)N1C[C@H](C)[C@H](CN(C)Cc2ccc(-c3ccccc3)cc2)Oc2c(NS(=O)(=O)c3ccc(F)cc3)cccc2C1=O	-32.5	57.7*
Cc1ccc(S(=O)(=O)Nc2ccc3c(c2)CC(=O)N([C@H](C)CO)C[C@@H](C)[C@H](CN(C)CC2CCCCC2)O3)cc1	-5.5	85.3*
C[C@@H]1CN([C@H](C)CO)C(=O)Cc2cc(N(C)C)ccc2O[C@@H]1CN(C)C(=O)NC1CCCCC1	8.1	-7.8
C[C@@H]1CN([C@H](C)CO)C(=O)CCCn2cc(nn2)CO[C@H]1CN(C)Cc1ccncc1	x	-16.5
C[C@H]1CN([C@@H](C)CO)C(=O)c2cc(NS(=O)(=O)c3ccccc3)ccc2O[C@@H]1CN(C)C(=O)Nc1cccc2ccccc12	-0.2	-10.4
Cc1noc(C)c1S(=O)(=O)Nc1ccc2c(c1)CC(=O)N([C@@H](C)CO)C[C@H](C)[C@H](CN(C)S(=O)(=O)c1cn(C)cn1)O2	3.5	-28.4
Cc1ccc(S(=O)(=O)Nc2ccc3c(c2)C(=O)N([C@H](C)CO)C[C@@H](C)[C@H](CN(C)C(=O)Nc2cccc4ccccc24)O3)cc1	3.6	-4.9
C[C@H]1CN([C@@H](C)CO)C(=O)c2cccc(NS(=O)(=O)c3cn(C)cn3)c2O[C@@H]1CN(C)CC1CC1	12.2	-10.9
C[C@H](CO)N1C[C@H](C)[C@H](CN(C)Cc2ccc(C(=O)O)cc2)Oc2ccc(NC(=O)Nc3ccccc3)cc2CC1=O	8.5	-30.1
C[C@@H]1CCCCO[C@@H](CN(C)C(=O)Nc2ccc(C(F)(F)F)cc2)[C@@H](C)CN([C@H](C)CO)C(=O)c2cc(NS(=O)(=O)c3ccc(Cl)cc3)ccc2O1	-17.2	72.3*
C[C@H]1CN([C@@H](C)CO)C(=O)c2cc(N(C)C)ccc2O[C@H]1CN(C)Cc1ccc(C(=O)O)cc1	1.1	0.8
C[C@@H]1CN([C@@H](C)CO)C(=O)c2cc(NS(=O)(=O)c3ccccc3)ccc2O[C@@H]1CN(C)S(C)(=O)=O	4.7	-16.4
C[C@@H]1CN([C@H](C)CO)C(=O)c2cc(NC(=O)Nc3ccc(C(F)(F)F)cc3)ccc2O[C@H]1CN(C)S(C)(=O)=O	-1.4	-13.7
C[C@H](CO)N1C[C@H](C)[C@H](CN(C)C(=O)Nc2ccc3c(c2)OCO3)Oc2c(NS(=O)(=O)c3cccs3)cccc2C1=O	6.2	6.5
C[C@@H]1CN([C@@H](C)CO)C(=O)Cc2cc(NS(C)(=O)=O)ccc2O[C@@H]1CN(C)C(=O)Nc1ccccc1	-5.8	x
C[C@@H]1CN([C@@H](C)CO)C(=O)Cc2cc(NS(=O)(=O)c3cccs3)ccc2O[C@@H]1CN(C)C	0.2	-24.7
Cc1noc(C)c1NC(=O)Nc1cccc2c1O[C@H](CN(C)S(=O)(=O)c1ccccc1)[C@H](C)CN([C@@H](C)CO)C2=O	-1.6	4.0
COc1ccc(S(=O)(=O)Nc2ccc3c(c2)CC(=O)N([C@@H](C)CO)C[C@H](C)[C@@H](CN(C)C(=O)Nc2ccc(C(F)(F)F)cc2)O3)cc1	-3.4	-3.5
C[C@@H]1CCCCO[C@@H](CN(C)S(=O)(=O)c2cn(C)cn2)[C@@H](C)CN([C@H](C)CO)C(=O)c2cc(NS(=O)(=O)c3cccs3)ccc2O1	2.5	-7.1
CCCN(C)C[C@@H]1OCCCC[C@@H](C)Oc2ccc(NS(C)(=O)=O)cc2C(=O)N([C@H](C)CO)C[C@@H]1C	2.4	-4.0
C[C@@H]1CN([C@H](C)CO)C(=O)c2cc(NC(=O)Nc3ccc(F)cc3)ccc2O[C@H]1CN(C)Cc1ccc(Oc2ccccc2)cc1	x	-22.3
C[C@H]1CN([C@@H](C)CO)C(=O)c2cccc(NC(=O)C3CCOCC3)c2O[C@@H]1CN(C)C(=O)Nc1ccc(F)cc1	3.4	-58.1
C[C@H](CO)N1C[C@H](C)[C@H](CN(C)C(=O)c2ccccc2)OCc2cn(nn2)CCCC1=O	x	-13.7
C[C@@H]1CN([C@H](C)CO)C(=O)c2cc(NC(=O)NC3CCCCC3)ccc2O[C@H]1CN(C)S(C)(=O)=O	7.5	-12.1
COc1ccc(S(=O)(=O)N(C)C[C@@H]2Oc3ccc(NC(=O)CCCN(C)C)cc3C(=O)N([C@H](C)CO)C[C@@H]2C)cc1	3.1	-8.5
C[C@@H]1CCCCO[C@@H](CN(C)S(=O)(=O)c2ccc(Cl)cc2)[C@@H](C)CN([C@H](C)CO)C(=O)c2cc(NC(=O)Nc3ccc(C(F)(F)F)cc3)ccc2O1	-8.5	51.4
C[C@@H]1CN([C@H](C)CO)C(=O)c2cccc(NS(=O)(=O)c3ccc(Cl)cc3)c2O[C@H]1CN(C)S(=O)(=O)c1ccc(F)cc1	9.1	8.4
C[C@@H]1CCCCO[C@H](CN(C)C(=O)c2ccncc2)[C@@H](C)CN([C@H](C)CO)C(=O)c2cc(NC(=O)c3ccncc3)ccc2O1	-2.5	-14.9
C[C@@H]1CN([C@H](C)CO)C(=O)Cc2cc(NC(=O)C3CCCCC3)ccc2O[C@H]1CN(C)Cc1ccc(-c2ccccc2)cc1	-27.4	57.4*
C[C@@H]1CN([C@H](C)CO)C(=O)c2cc(NC(=O)Nc3ccccc3)ccc2O[C@H]1CN(C)C(=O)Nc1ccc2c(c1)OCO2	-3.3	0.3
COc1ccc(S(=O)(=O)N(C)C[C@@H]2Oc3ccc(NC(=O)CCCCCC(=O)Nc4ccccc4N)cc3C(=O)N([C@@H](C)CO)C[C@H]2C)cc1	17.8	-6.2
Cc1ccc(S(=O)(=O)Nc2cccc3c2O[C@@H](CN(C)C(=O)Nc2ccccc2)[C@@H](C)CN([C@H](C)CO)C3=O)cc1	-2.1	2.5

Retrieved by structure from the list above, four records:
SMILES	INS-1E rescue	T cruzi intra
Cc1ccc(S(=O)(=O)Nc2cccc3c2O[C@@H](CN(C)C(=O)Nc2ccccc2)[C@@H](C)CN([C@H](C)CO)C3=O)cc1	-2.1	2.5
C[C@@H]1CN([C@H](C)CO)C(=O)c2cc(NC(=O)Nc3ccccc3)ccc2O[C@H]1CN(C)C(=O)Nc1ccc2c(c1)OCO2	-3.3	0.3
C[C@@H]1CCCCO[C@H](CN(C)C(=O)c2ccncc2)[C@@H](C)CN([C@H](C)CO)C(=O)c2cc(NC(=O)c3ccncc3)ccc2O1	-2.5	-14.9
COc1ccc(S(=O)(=O)N(C)C[C@@H]2Oc3ccc(NC(=O)CCCCCC(=O)Nc4ccccc4N)cc3C(=O)N([C@@H](C)CO)C[C@H]2C)cc1	17.8	-6.2

Screens deposited in PubChem BioAssay by Broad Institute.
